# Source: PubChem (several laboratories)
# NadD inh: inhibitors of S. aureus NadD, primary screen, biochemical, colorimetric, uHTS. Nicotinate-nucleotide adenylyltransferase NadD (Staphylococcus aureus N315). purified NadD enzyme, colorimetric absorbance read-out. inhibition, % at 20 µM. 360,000 tested, 0.78% active. AID 602399, 2012; in the data active = inhibition above about 26%; note: some compounds past the cut are filed as inactive
# Neddylation inh: inhibitors of cullin neddylation, primary screen, biochemical, TR-FRET, uHTS, NAE and Ubc12. AID 651699, 2012. calls only at 25 µM. NEDD8-conjugating enzyme Ubc12 (Homo sapiens) + NEDD8-activating enzyme E1 regulatory …. 360,000 tested, 0.58% active; in the data active = inhibition above about 36%
# MLLE-PAM2 inh: inhibitors of PABP1 MLLE–PAM2 peptide binding, primary screen, biochemical, fluorescence polarization, FITC-PAM2, GST-MLLE | Polyadenylate-binding protein 1 (Homo sapiens), P11940 | 360,000 tested, 0.36% active | inhibition, % at 20 µM | AID 588489, 2011; in the data active = inhibition above about 35%, passing the limit was not always enough;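 note: plate controls were DMSO wells with GST-MLLE for no effect and wells lacking GST-MLLE protein for full effect; some results filed as inactive read as strong as hits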
# CSN deneddyl inh: inhibitors of CSN-mediated cullin deneddylation, primary screen, biochemical, fluorescence polarization, uHTS. 360,000 tested, 0.38% active. AID 651999, 2013. Purified CSN, SCF-Nedd8-OG deneddylation. inhibition, % at 12.5 µM;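 active = pattern-corrected inhibition above about 35%, with an unprinted fluorescence ratio check between 0.5 and 1.5, limit read from the data, passing the limit was not always enough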;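 note: 0% = enzyme with substrate and 100% = substrate without enzyme; some results filed as inactive read as strong as hits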
#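 Assay system: purified human Csn5 enzyme expressed in HEK293T cells; measure: % inhibition; also added: SCFSkp2-Nedd8OG substrate at 10 nM final; technique: fluorescence polarization; times: reaction 90 min, room temperature; medium: Tris buffer pH 7.5, NaCl, DTT, Tween-20, trehalose, ovalbumin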
# FAS TE block: FAS thioesterase domain inhibitors, primary screen, biochemical, fluorescence intensity, uHTS; Fatty acid synthase (Homo sapiens), P49327; recombinant FAS-TE, OMFH fluorogenic substrate, fluorescence endpoint; inhibition, % at 15 µM; 360,000 tested, 0.67% active;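 active = compounds whose normalised, plate-corrected inhibition of enzyme fluorescence in the single-dose primary screen is 50% or more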;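 note: 0% = DMSO with enzyme and 100% = substrate without enzyme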
# SKN-1 inh: suppressors of acrylamide-induced Pgst-4::GFP reporter in worms, primary screen, SKN-1 inhibitor project, whole organism, uHTS, GFP/RFP fluorescence ratio, strain VP596. C. elegans VP596 Pgst-4::GFP/RFP ratio, 24 h. inhibition, % at 21.8 µM. 360,000 tested, 0.49% active. AID 624304, 2012;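 active = interference check ratio from 0.5 to 1.5 plus GFP to RFP signal ratio inhibition reaching or exceeding a fixed threshold, cut at about 30% in these data, passing the limit was not always enough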; note: some compounds called inactive have numbers as strong as hits
# Rpn11 inh: Rpn11 (PSMD14) deubiquitinase inhibitors, primary screen, biochemical, fluorescence polarization, uHTS; 26S proteasome non-ATPase regulatory subunit 14 (Homo sapiens), O00487; human 26S proteasome, Ub4-pepOG fluorescence polarization; 20S core pre-blocked with epoxomicin; calls only at 20 µM; 360,000 tested, 0.59% active; AID 588493, 2011;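 active = inhibition at 20 µM, scaled to each plate's controls, above about 33%, limit read from the data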
# MT1-MMP act inh: blockers of MT1-MMP proenzyme processing, primary screen, HT1080 RFP-PRO-GFP cells, GFP/RFP fluorescence; Matrix metalloproteinase-14 (Homo sapiens), P50281; GFP/RFP ratio change, % at 20 µM; 360,000 tested, 0.061% active; GFP/RFP ratio fluorescence, overnight; percent of plate control window, DMSO zero;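 active = GFP/RFP ratio change of at least 30% with cell ATP level not reduced by more than half and red fluorescence within 50% of control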; note: strong numbers were not always called active
#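 system = RFP-PRO-GFP reporter HT1080 cells | dosing = 20 µM single dose, 1% DMSO | timing = overnight cell settling, then overnight compound exposure, 37 °C, 5% CO2 | read-out basis = GFP/RFP fluorescence ratio | controls = DMSO and RFP-L50D-GFP cell wells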
# Rin1 Abl inh: inhibitors of Rin1-Abl protein binding, primary screen, biochemical, TR-FRET | inhibition, % at 7.35 µM | 360,000 tested, 0.4% active | AID 588664, 2011; in the data active = inhibition above about 5%, passing the limit was not always enough
# Target sequence (P00519 whole entry, looked up): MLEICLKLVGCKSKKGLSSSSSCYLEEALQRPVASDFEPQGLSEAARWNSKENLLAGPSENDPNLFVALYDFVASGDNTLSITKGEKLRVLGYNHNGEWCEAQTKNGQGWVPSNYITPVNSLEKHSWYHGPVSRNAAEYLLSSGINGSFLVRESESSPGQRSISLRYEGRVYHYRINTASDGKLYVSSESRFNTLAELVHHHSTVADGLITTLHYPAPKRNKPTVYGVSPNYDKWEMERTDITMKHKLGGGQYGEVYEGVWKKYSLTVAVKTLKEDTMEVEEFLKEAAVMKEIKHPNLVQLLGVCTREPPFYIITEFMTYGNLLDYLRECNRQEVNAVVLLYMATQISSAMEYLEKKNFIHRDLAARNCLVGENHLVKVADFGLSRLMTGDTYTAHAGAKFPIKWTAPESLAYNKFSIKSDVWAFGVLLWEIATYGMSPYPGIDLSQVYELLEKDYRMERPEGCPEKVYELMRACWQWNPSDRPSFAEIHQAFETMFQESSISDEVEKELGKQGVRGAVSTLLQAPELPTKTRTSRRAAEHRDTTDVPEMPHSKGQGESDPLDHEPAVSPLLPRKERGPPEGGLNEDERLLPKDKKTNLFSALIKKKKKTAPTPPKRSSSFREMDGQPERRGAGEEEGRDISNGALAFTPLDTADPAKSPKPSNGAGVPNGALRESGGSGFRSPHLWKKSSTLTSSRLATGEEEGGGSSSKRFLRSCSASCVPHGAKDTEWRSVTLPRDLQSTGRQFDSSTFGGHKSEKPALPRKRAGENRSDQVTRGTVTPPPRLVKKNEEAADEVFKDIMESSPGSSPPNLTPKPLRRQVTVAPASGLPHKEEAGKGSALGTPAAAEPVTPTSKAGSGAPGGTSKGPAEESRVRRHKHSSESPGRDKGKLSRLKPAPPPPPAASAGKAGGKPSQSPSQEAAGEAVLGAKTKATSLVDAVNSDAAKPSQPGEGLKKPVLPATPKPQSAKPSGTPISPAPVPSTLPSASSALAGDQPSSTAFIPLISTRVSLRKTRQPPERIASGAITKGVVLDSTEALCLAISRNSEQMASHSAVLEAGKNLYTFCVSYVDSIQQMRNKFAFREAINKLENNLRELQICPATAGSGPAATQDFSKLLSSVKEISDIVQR
# Target sequence (Q13671 whole entry, looked up): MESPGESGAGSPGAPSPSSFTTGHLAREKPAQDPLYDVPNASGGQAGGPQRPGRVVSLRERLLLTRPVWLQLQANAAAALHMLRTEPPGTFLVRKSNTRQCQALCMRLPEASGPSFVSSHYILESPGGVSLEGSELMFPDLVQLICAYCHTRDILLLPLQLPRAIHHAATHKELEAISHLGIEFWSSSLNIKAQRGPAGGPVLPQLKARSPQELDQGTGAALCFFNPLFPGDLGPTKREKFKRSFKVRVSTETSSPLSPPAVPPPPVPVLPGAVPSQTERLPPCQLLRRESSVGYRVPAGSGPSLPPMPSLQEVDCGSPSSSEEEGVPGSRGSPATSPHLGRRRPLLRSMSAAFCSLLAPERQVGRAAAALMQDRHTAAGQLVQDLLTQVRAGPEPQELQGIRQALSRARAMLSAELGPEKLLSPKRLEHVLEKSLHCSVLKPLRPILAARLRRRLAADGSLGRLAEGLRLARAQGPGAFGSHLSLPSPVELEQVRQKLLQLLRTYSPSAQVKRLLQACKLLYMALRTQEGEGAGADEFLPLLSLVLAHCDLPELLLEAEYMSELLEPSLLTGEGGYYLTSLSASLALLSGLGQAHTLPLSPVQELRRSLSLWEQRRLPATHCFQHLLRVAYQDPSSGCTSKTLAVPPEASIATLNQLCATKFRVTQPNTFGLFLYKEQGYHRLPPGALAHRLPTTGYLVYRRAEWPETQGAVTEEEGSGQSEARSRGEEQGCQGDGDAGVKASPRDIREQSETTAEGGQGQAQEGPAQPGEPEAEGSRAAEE
# * = called active by the depositor; i = inactive.
SMILES,NadD inh,Neddylation inh,MLLE-PAM2 inh,CSN deneddyl inh,FAS TE block,SKN-1 inh,Rpn11 inh,MT1-MMP act inh,Rin1 Abl inh
Cc1ccc(S(=O)(=O)NC2(C(F)(F)F)NC(=O)N(CCc3ccccc3)C2=O)cc1 (configuration not stated),-4,i,8,7,-6,-20,i,0,-2
O=[N+]([O-])c1ccc(N2CCNCC2)cc1NCc1cccnc1,-1,i,-5,-17,-7,0,i,-9,-15
O=C(NCCN1CCOCC1)c1ccc(Cl)c(S(=O)(=O)N2CCCCCC2)c1,6,i,-6,2,-8,-23,i,1,0
COc1cc(Cl)c(C)cc1NC(=O)c1ccccc1NC(=O)CN1CCN(c2ccccn2)CC1,8,i,3,1,37,-1,i,-6,1
CN(C)CCCN(C(=O)c1ccc(S(=O)(=O)N2CCCCCC2)cc1)c1nc2ccc(F)cc2s1,-6,i,1,3,13,-12,i,1,0
Fc1ccccc1C1c2[nH]c3ccccc3c2CCN1Cc1cccn1-c1ncccn1 (configuration not stated),1,i,-7,-2,8,-2,i,1,0
Cc1ccc(NC(=O)CC(C)S(=O)(=O)c2ccc3c(c2)NC(=O)CO3)cc1C (configuration not stated),1,i,6,-3,-1,2,i,2,-3
CCn1cc(C(=O)N2CCN(c3ccc([N+](=O)[O-])cc3)CC2)c(=O)c2ccc(C)nc21,7,i,7,3,-1,-6,i,6,-4
COC(C[C@H](O)CC(=O)COCc1ccccc1)OC,-5,i,0,1,-9,1,i,-3,4
CCS(=O)(=O)N1Cc2ccccc2CC1C(=O)Nc1cc(S(C)(=O)=O)ccc1Cl (configuration not stated),12,i,-5,-1,-4,9,i,-3,1
NNC(=O)c1cc2nc(-c3cccs3)cc(C(F)(F)F)n2n1,1,i,7,3,-6,3,i,1,-1
CNC(=S)NCCc1c[nH]c2ccc(OC)cc12,-2,i,-79,-13,2,-6,i,5,-6
COC(=O)[C@@H]1CCCN1C(=O)CCc1nnc(CCc2c[nH]c3ccccc23)o1,2,i,8,-8,-6,-4,i,3,-1
Cc1cc(C(=O)N2CCN(S(=O)(=O)c3ccc(F)c(Cl)c3)CC2)c(C)o1,-3,i,2,0,2,8,i,-3,2
COc1ccc(/C=C/C(=O)Nc2ccccc2F)cc1S(=O)(=O)N1CCOCC1,-1,i,-8,-3,0,-7,i,4,-2
Cc1ccc(-c2csc3nc(SCC(=O)Nc4ccc(Cl)c(C(=O)O)c4)[nH]c(=O)c23)cc1,17,i,-30,5,5,14,i,-7,-2
Cc1csc(NC(=O)CSc2nnc(-c3cccs3)n2C)n1,-5,i,-16,0,-4,-27,i,6,-4
CC(C)CN(C(=O)COc1ccc(-c2nnco2)cc1)C1CCS(=O)(=O)C1 (configuration not stated),10,i,3,-3,-8,0,i,3,-2
CC(=O)Nc1c(Cl)c2c(c(Cl)c1Br)-c1ccc(Cl)cc1C2,6,i,1,-1,19,1,i,0,-1
COC1C(C)=C(C)C(=O)N1Cc1ccc(F)cc1 (configuration not stated),7,i,18,0,-2,0,i,-8,3

# One compound at a time, from the list above. Order of values: NadD inh, Neddylation inh, MLLE-PAM2 inh, CSN deneddyl inh, FAS TE block, SKN-1 inh, Rpn11 inh, MT1-MMP act inh, Rin1 Abl inh
# Cc1cc(C(=O)N2CCN(S(=O)(=O)c3ccc(F)c(Cl)c3)CC2)c(C)o1 is entered as -3, i, 2, 0, 2, 8, i, -3, 2
# CN(C)CCCN(C(=O)c1ccc(S(=O)(=O)N2CCCCCC2)cc1)c1nc2ccc(F)cc2s1 is entered as -6, i, 1, 3, 13, -12, i, 1, 0
# Fc1ccccc1C1c2[nH]c3ccccc3c2CCN1Cc1cccn1-c1ncccn1 (configuration not stated) is entered as 1, i, -7, -2, 8, -2, i, 1, 0
# O=C(NCCN1CCOCC1)c1ccc(Cl)c(S(=O)(=O)N2CCCCCC2)c1 is entered as 6, i, -6, 2, -8, -23, i, 1, 0

# More records:
SMILES,NadD inh,Neddylation inh,MLLE-PAM2 inh,CSN deneddyl inh,FAS TE block,SKN-1 inh,Rpn11 inh,MT1-MMP act inh,Rin1 Abl inh
CCn1c(C(O)c2ccc3c(c2)OCO3)nc2ccccc21 (configuration not stated),-2,i,2,1,-4,-27,i,0,-2
Cc1ccc(-n2c(SCC(=O)NC3CCS(=O)(=O)C3)nc3ccccc3c2=O)cc1C (configuration not stated),-2,i,8,-1,-2,-2,i,-4,2
CCOC(=O)C(=O)NN=C(c1ccccc1)c1ccccc1,-7,i,4,3,-1,18,i,-3,-1
Cc1ccc(S(=O)(=O)N(C)C)cc1NC(=O)c1ccccc1Br,-6,i,4,-3,-4,3,i,0,-2
CCOC(=O)c1ccccc1NC(=O)c1c(O)c2ccccc2n(CC)c1=O,0,i,8,-4,17,-3,i,0,-2
NC(=O)NC(=O)CN1C(=O)NC2(CCOc3ccccc32)C1=O (configuration not stated),-4,i,2,3,-3,14,i,1,1
O=C(O)CCCN1C(=O)c2ccccc2Sc2ncccc21,-4,i,18,-6,-2,45*,i,2,2
Cc1ccc(S(=O)(=O)N2CCOCC2)cc1NC(=O)COC(=O)CCc1c[nH]c2ccccc12,-4,i,-1,-1,5,-7,i,-2,-1
Cc1cc(C)n(-c2ccc(C(=O)N3CCN(S(=O)(=O)c4ccc(Cl)cc4)CC3)cc2)n1,-3,i,12,0,4,-1,i,3,2
Cc1[nH][nH]c(=O)c1C(c1cc(Br)ccc1O)c1c(C)[nH][nH]c1=O,1,i,12,0,-7,2,i,2,-1
CS(=O)(=O)c1nc(S(=O)(=O)c2ccc(Cl)cc2)c(NCCCN2CCCC2=O)s1,-9,i,16,4,-8,-9,i,-2,5
CCOC(=O)C1CCN(C(=O)CN(c2cccc(C(F)(F)F)c2)S(C)(=O)=O)CC1,-7,i,0,-9,-6,-8,i,0,0
CC(c1ccccc1)N1CC(C(=O)N2CCN(c3ccccc3)CC2)CC1=O (configuration not stated),-1,i,-13,3,-4,0,i,-1,-1
Cc1ccc(S(=O)(=O)NNC(=O)C(O)(c2ccccc2)c2ccccc2)cc1,-3,i,-5,2,-7,-5,i,-3,1
CNC(=S)N1CCN(c2ccc(OC)cc2)CC1,-5,i,-126,5,-10,-1,i,4,0
Cc1c(C#N)c2ncn(CC#N)c(=O)c2n1-c1ccccc1,6,i,9,1,-5,2,i,1,-4
O=C(CNC(=O)c1cccs1)N/N=C/c1cccc(Cl)c1,4,i,13,-1,-5,14,i,0,-3
CCN(CC)C(=O)C1CCCN(C(=O)c2cc(COc3ccc4ncccc4c3)on2)C1 (configuration not stated),-6,i,-7,-3,-3,2,i,-2,-1
Cc1cccc2[nH]c(CN(C)C(=O)CC3C(=O)NCCN3CC(C)(C)C)nc12 (configuration not stated),-5,i,4,3,1,1,i,-7,1
CCN1C(=O)[C@H]2[C@@H](c3ccc(-c4ccc(C(C)=O)cc4)c(OC)c3)N[C@@](Cc3ccccc3)(C(=O)OC)[C@H]2C1=O,3,i,3,-3,65*,-2,i,-8,2
CSc1ccc(S(=O)(=O)Nc2ccc3c4c(cccc24)CC3)cc1,-1,i,7,-3,20,-2,i,-8,5
Cc1ccccc1C(=O)NC(C(=O)Nc1nc2c(s1)CCCC2)C(C)C (configuration not stated),-1,i,-7,1,-3,8,i,-5,1
CC(=O)N1CCN(c2ccc(NC(=O)c3cccc([N+](=O)[O-])c3)cc2)CC1,-2,i,4,5,3,5,i,-1,-2
O=C(CCS(=O)(=O)Cc1ccccc1)Nc1nc2c(s1)CCCC2,5,i,17,-2,-1,10,i,2,1
Cc1ccc(S(=O)(=O)NC(C(=O)O)c2ccccc2)cc1 (configuration not stated),6,i,10,-1,-5,5,i,5,6
CC(Oc1ccccc1)C(=O)Nc1nc(-c2ccncc2)cs1 (configuration not stated),5,i,-4,3,-1,-9,i,1,-1
O=C(NOCc1cscn1)Nc1ccccc1,5,i,6,3,-7,-10,i,0,5
CCn1nnc(NC(=O)c2cccnc2Cl)n1,1,i,9,-3,-18,6,i,4,0
CCSc1nc2c(c(=O)[nH]c(=O)n2C)n1CC(O)COc1ccccc1C (configuration not stated),-4,i,32,8,-3,10,i,2,-3
CS(=O)(=O)Oc1ccc(/C=N/NC(=O)c2ccncc2)cc1,-5,i,10,2,-8,18,i,0,-2
Cc1ccc(NS(=O)(=O)c2ccc(Cl)s2)cc1S(=O)(=O)N(C)C,-11,i,-2,-12,-6,-1,i,-3,-3
CCCCN(C)CCNC(=O)C(=O)c1c(C)[nH]c2ccccc12,-10,i,2,3,-4,6,i,-2,3
Cc1ccc(S(=O)(=O)N(C)C[C@H]2Oc3ncc(-c4ccccc4)cc3C(=O)N([C@@H](C)CO)C[C@@H]2C)cc1,-3,i,3,-2,1,7,i,-3,-1
COc1ccc(-c2cc(C)no2)cc1S(=O)(=O)NCCc1ccco1,-4,i,0,-4,1,13,i,2,7
O=C(COc1cccc2c1CCNC2=O)Nc1ccc(Cl)cc1,-5,i,9,-4,1,3,i,1,2
Cn1c2ccccc2c2n[nH]c(=O)nc21,-5,i,-7,-6,-1,15,i,3,-4
C=CCOc1c(OC)cc(/C=N/Nc2cccc(C(=O)O)c2)c(Br)c1Br,10,i,4,1,70*,-3,i,0,-6
CCN(CC)CCn1c2c(c(SCC(=O)Nc3ccc4c(c3)OCO4)nc1=O)CCC2,-4,i,-6,2,-3,6,i,-3,-2
O=C(NC1CCCCC1)c1cc(-n2cnnc2)ccc1Cl,0,i,-9,8,-7,22,i,-4,-2
COc1ccc(NC(=S)NN2CCN(C)CC2)cc1OC,1,i,10,-2,-11,-7,i,1,2
CN(C)c1nc(N)nc(CSc2ccccn2)n1,0,i,-2,0,-4,-2,i,-1,1
Cc1c(Br)c([N+](=O)[O-])nn1CC(=O)Nc1ccc(C(C)C)cc1,-6,i,10,1,73*,-3,i,2,1
Cc1cc(NC(=O)c2ccc(Cn3nc(C)c(Br)c3C)o2)no1,-2,i,-10,-1,-3,7,i,5,0
CC(=O)c1sc(NC(=O)C2(F)C(F)(F)C(F)(F)C(F)(F)C(F)(F)C2(F)F)nc1C,1,i,10,0,2,2,i,-39,-3
O=C(c1ccco1)N(Cc1cccs1)C1CCS(=O)(=O)C1 (configuration not stated),-3,i,1,0,-6,8,i,0,4
CC(C)(C)C(=O)Nc1nnc(CC(=O)NCc2ccccc2)s1,1,i,-12,-1,-1,-1,i,10,5
Cc1ccc(-n2ncc(C(=O)N3CCN(C(=O)c4ccco4)CC3)c2-n2cccc2)cc1,-1,i,-15,-3,-6,14,i,1,2
O=c1c2ccccc2ncn1C1CCCCC1,-5,i,4,3,-2,0,i,-4,5
O=[N+]([O-])c1cc(-c2csc(NCCc3nc4cc(Cl)c(N5CCCCC5)cc4n3CCCO)n2)ccc1Cl,23,i,-32,-1,43,13,i,7,0
CCOc1ccc(S(=O)(=O)Nc2ncn[nH]2)cc1,-5,i,3,1,-5,3,i,1,1
O=C1NCCN1CCNS(=O)(=O)c1ccccc1[N+](=O)[O-],4,i,2,3,-3,3,i,1,0
